Screening results from PubChem BioAssay.
CDK5 inh: CDK5/p35 (human) kinase inhibition | Recombinant CDK5/p35, ADP-Glo luminescence, 60 min | actives 0.01% (n = 330,000) | inhibition, % at 10 µM;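 active = highest replicate inhibition of at least 50% and at least 75% of replicates reaching 50%; inconclusive = only one of the two criteria met; inactive = both criteria failed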;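 note: plate controls were DMSO neutral control for no effect and GW8510 at 10 µM for full effect; many of its hits are not listed in these tables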
Target sequence (Q00535 whole entry, looked up): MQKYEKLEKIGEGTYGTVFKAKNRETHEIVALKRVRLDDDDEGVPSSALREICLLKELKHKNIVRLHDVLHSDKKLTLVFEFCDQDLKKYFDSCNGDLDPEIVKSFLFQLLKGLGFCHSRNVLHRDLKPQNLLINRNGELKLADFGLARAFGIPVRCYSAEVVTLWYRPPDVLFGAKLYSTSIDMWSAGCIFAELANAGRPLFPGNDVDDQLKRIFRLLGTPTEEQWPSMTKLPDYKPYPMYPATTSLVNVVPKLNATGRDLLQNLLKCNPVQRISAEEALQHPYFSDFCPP
Target sequence (Q15078 whole entry, looked up): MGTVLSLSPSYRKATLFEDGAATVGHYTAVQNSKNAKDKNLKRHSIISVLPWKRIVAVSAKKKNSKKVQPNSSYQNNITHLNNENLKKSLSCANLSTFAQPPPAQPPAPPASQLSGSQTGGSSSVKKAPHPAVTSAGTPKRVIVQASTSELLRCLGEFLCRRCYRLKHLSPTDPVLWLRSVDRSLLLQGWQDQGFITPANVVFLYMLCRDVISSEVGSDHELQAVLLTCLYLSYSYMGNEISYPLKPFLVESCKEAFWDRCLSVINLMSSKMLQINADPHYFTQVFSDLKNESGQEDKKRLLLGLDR
Wnt act: activates Wnt/beta-catenin signaling in a reporter cell assay; actives 1.2% (n = 300,000); activator, plate reader; activation, % at 9.35 µM; in the data active = activation above about 30%, passing the limit was not always enough; inconclusive = no clear call, values can overlap the other calls;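 note: 0% = neutral control wells and 100% = positive control wells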
CAL PDZ FP-1: CAL PDZ (human) peptide binding inhibition; purified CAL PDZ, TMR-peptide fluorescence polarization, 1 h; inhibition, % at 24.9 µM; actives 0.92% (n = 300,000); AID 602252;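 active = mean inhibition of at least 30% with at least half of replicates also reaching 30%; inconclusive = no clear call, values can overlap the other calls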;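 note: 0% = DMSO neutral control and 100% = excess unlabeled competitor peptide PRC23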
Rtt109 HAT inh: inhibitors of Candida albicans Rtt109/Vps75 histone acetyltransferase. Q5AAJ8. purified Rtt109/Vps75, ThioGlo CoA-SH fluorescence, 4 h. inhibition, % at 34.9 µM. actives 0.16% (n = 330,000). AID 540336;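 active = inhibition of at least 50% in every replicate; inconclusive = best replicate reaches 50% inhibition but some replicates fall short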
Target sequence (Q5AAJ8 whole entry, looked up): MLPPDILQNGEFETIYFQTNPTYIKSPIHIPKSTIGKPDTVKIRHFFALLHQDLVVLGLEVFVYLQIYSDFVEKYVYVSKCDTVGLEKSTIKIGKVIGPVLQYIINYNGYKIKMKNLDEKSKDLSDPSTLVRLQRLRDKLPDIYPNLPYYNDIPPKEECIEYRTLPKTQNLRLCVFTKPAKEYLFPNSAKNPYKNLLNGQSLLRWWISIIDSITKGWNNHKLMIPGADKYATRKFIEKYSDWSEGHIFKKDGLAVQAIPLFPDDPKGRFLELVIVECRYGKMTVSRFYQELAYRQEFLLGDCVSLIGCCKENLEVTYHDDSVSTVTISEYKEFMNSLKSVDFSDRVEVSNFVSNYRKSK
MITF act: activators of MITF-driven TRPM1 promoter activity in SK-MEL-5 cells; SK-MEL-5 TRPM1-promoter luciferase, 24 h; % of positive control, neutral wells = 0; activation, % at 12.5 µM; actives 0.75% (n = 300,000); AID 588334;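 active = mean activation of at least 80% with every replicate also reaching 80%; inconclusive = mean reaches 80% but some replicate falls short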;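 note: 0% = neutral control wells and 100% = parthenolide positive control wells; values of inactives mirror those of a sister screen read the other way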
Tat transport: blocks Tat-dependent protein export in E. coli; E. coli MC4100 TorA-mCherry Tat export, fluorescence; inhibition, % at 10 µM; actives 0.036% (n = 340,000); AID 488895;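 active = mean replicate inhibition at least 50% and at least half of replicates individually reaching 50%; inconclusive = only one of the two criteria met; inactive = neither criterion met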;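 note: exported cargo escapes ClpAP degradation while cytoplasmic cargo is degraded and loses fluorescence; 0% = median of neutral control wells and 100% = median of NaSCN control wells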
CAL PDZ FP-2: human CAL PDZ-peptide interaction inhibition | Q9HD26 | purified CAL PDZ, TMR-peptide fluorescence polarization, 1 h | inhibition, % at 20 µM | actives 0.02% (n = 330,000) | AID 504414;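 active = highest replicate inhibition of at least 40%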;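 note: plate controls were DMSO neutral control wells for no effect and unlabeled competitor peptide control wells for full effect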
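material = purified tagged CAL PDZ domain construct (CerCALP) | compound dosing = 20 µM, one dose | times = 1 h at RT | measured by = fluorescence polarization from S- and P-plane intensities, G-factor corrected | read-out = inhibition from polarization loss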
RTF Ca sens act: cardiac RTF calcium sensitization; AID 493008; activation, % at 7.2 µM; P19429+P45379; actives 0.24% (n = 340,000); IANBD-labeled TnC RTF fluorescence at EC20 calcium; 0% EC20 calcium, 100% full calcium;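 active = activation above the mean over all tested compounds plus 3 SD, cut at about 30% in these data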;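 note: rise in fluorescence read as greater calcium sensitivity of cardiac thin filaments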
V-ATPase pHluor: alters yeast V-ATPase proton transport | S. cerevisiae, pHLuorin cytosolic pH fluorescence | response, % at 10 µM | actives 0.37% (n = 350,000) | AID 504577; in the data active = response mostly above about 7.3%, no sharp cut-off; inactive = mostly below about 5.4%; note: actives read high; inactives centre near 0; some compounds called inactive have numbers as strong as hits; reference of the scale not given here
dFosB act: activators of mouse delta FosB homodimer. P13346. purified delta FosB, TAMRA-CDK5 oligo fluorescence polarization; percent of positive-control signal above neutral wells. activation, % at 25 µM. actives 0.99% (n = 340,000). AID 493131;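 active = mean activation above about 17%, with every replicate also reaching it, limit read from the data, passing the limit was not always enough; inconclusive = only one of the two conditions met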;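 note: fluorescence polarization rise as delta FosB binds a TAMRA Cdk5 AP-1 oligo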
An asterisk follows results filed as active; i = inactive; ? = inconclusive; · = not tested or not shown. This is a random part of the collection; about 4.1% have a hit in one of these screens.

SMILES	CDK5 inh	Wnt act	CAL PDZ FP-1	Rtt109 HAT inh	MITF act	Tat transport	CAL PDZ FP-2	RTF Ca sens act	V-ATPase pHluor	dFosB act
O=C(CCC(=O)Nc1nnc(C2CCCCC2)s1)Nc1ccccc1	0.0	-3	3	-6	-2	11	-1.1	2	4	?
CCCCCOC(=O)CSc1nnc(-c2ccccc2)c(=O)[nH]1	0.4	·	2	5	-7	4	-0.5	0	-1	2
CCOC(=O)CN1C(=O)C(O)(CC(=O)c2ccc3c(c2)CCCC3)c2ccccc21 (configuration not stated)	0.9	-1	2	2	-9	5	·	-3	-1	-7
CCOc1ccc(NC(=O)c2c3c(nc4ccccc24)CCC3)cc1	1.0	0	-2	1	17	2	-0.6	6	-3	0
COC(=O)Cn1c(CN2CCOCC2)nc2c1c(=O)[nH]c(=O)n2C	-0.2	-1	4	-8	2	4	1.3	3	-1	-8
CCCN1C(=O)C(Cc2nc3ccccc3c(=O)n2-c2ccccc2)c2cc(C)ccc21 (configuration not stated)	4.2	-1	4	·	-7	9	-1.2	-8	2	-6
Cc1ccc(-c2csc(NC(=O)c3ccc4c(=O)n5c(nc4c3)CCCCC5)n2)cc1	0.2	0	4	6	-31	-5	-0.7	12	1	?
CC1=C(C(=O)OCc2ccc3c(c2)OCO3)C(c2ccccc2)NC(=O)N1 (configuration not stated)	3.9	-14	-3	-4	-28	-1	-1.8	-2	7	-4
S=C(NCCCN1CCOCC1)N1CCN(c2nc(-c3ccc(Cl)cc3)cs2)CC1	0.5	-5	1	5	-26	4	0.3	-3	4	-5
CC1(C)CC(=O)c2cn3nc(C(F)(F)F)nc3nc2C1	-12	·	-4	6	-1	-10	-0.1	12	-1	7
Cc1ccc(CSC2=CS(=O)(=O)c3ccccc3N2)cc1	0.0	-1	-4	11	12	5	-1.9	-2	2	-8
CCn1c(=O)c(CCC(=O)N2CCOCC2)c(C)c2c(C)nn(-c3ccccc3)c21	1.1	·	·	11	1	7	-1.5	1	-1	-21
C=C(C)C(=O)OCC(=O)NCc1ccccc1	-0.9	0	2	2	13	1	-0.8	6	1	-7
COc1ccccc1CNC(=O)CN(C)S(=O)(=O)c1ccc2c(c1)n(C)c(=O)c(=O)n2C	1.2	-1	·	-3	-8	-3	-0.3	-2	0	-3
COc1ccc(CNC(=O)C(C)OC(=O)c2cccc(N(C)C)c2)cc1 (configuration not stated)	0.8	-2	-4	-2	-4	-6	-0.4	4	-1	-9
COc1ccccc1NC(=O)N1CCN(Cc2ccc3c(c2)OCO3)CC1	0.1	3	-3	-16	-9	1	-2.6	-2	4	2
CC1CN(CCCCOc2ccc(C(C)C)cc2)CC(C)O1 (configuration not stated)	-3.5	·	2	-1	·	30	-1.8	13	5	-7
Cc1cccc(NC(=O)CS(=O)(=O)c2c[nH]c3ccccc23)c1C	·	-4	55*	1	3	3	-2.0	4	-1	-15
NC(=O)C(F)(F)C12OC3C4C5CC(C6C5C3C61)C42 (configuration not stated)	-3.9	-3	4	-3	-7	5	-0.6	1	-2	-6
OC1COCOC1C(O)C1OCOCC1O (configuration not stated)	-0.1	-1	-2	-9	1	0	0.9	7	3	13
NC(=O)COc1ccc(/C=N\NC(=O)CC(=O)NCCc2ccccc2)cc1	0.7	0	-24	5	7	0	·	5	-2	4
Cc1cc(C)c(NC(=O)CSc2nnnn2-c2cccnc2)c(C)c1	0.5	1	6	2	12	-13	0.7	-3	2	-6
CCOC(=O)Cn1c(CCC(=O)O)ccc1-c1ccc(F)cc1	0.2	-3	2	13	2	0	0.3	-1	-2	-3
Cc1ccccc1N1CC(C(=O)Nc2nnc(SCCN3CCOCC3)s2)CC1=O (configuration not stated)	-0.3	1	10	5	6	3	-2.7	0	1	-14
CCNc1nc(Oc2ccc(C#N)cc2)cc(C(F)(F)F)n1	-2.5	-5	-3	1	-26	3	0.5	1	2	-8
Fc1ccccc1NC(=S)N(CCN1CCCCCC1)Cc1cccs1	0.6	0	·	0	2	-6	-0.4	10	3	-6
CN(C)S(=O)(=O)c1ccc(Cl)c(NC(=O)CN2CCC(Cc3ccccc3)CC2)c1	-1.0	-2	·	10	-1	13	-0.5	-4	2	-9
OCc1ccccc1CNCc1ccccc1	1.9	-2	0	-3	5	-9	0.1	3	-1	0
CN1CCN(C(=O)c2ccc(CSc3nc4ccncc4n3Cc3ccc(F)cc3)cc2)CC1	1.3	-2	·	-1	·	-6	-1.6	-1	3	0
COc1ccc(/C=N/NC(=S)Nc2cccc(C(=O)O)c2)cc1OC	-4.1	-1	-4	-7	-25	-6	-1.1	11	4	-1
CCC(C)N1CCN(S(=O)(=O)Cc2ccccc2)CC1 (configuration not stated)	3.9	6	-3	·	5	-6	-3.1	3	-1	5
Cc1nc(-c2ccc(F)cc2)c(CC(=O)N(C)CC(=O)Nc2c(C)cccc2C)s1	0.9	2	-5	9	2	1	-2.6	-4	-3	-11
Cc1ccc(OC(C)C(=O)N(C)c2ccccc2)c([N+](=O)[O-])n1 (configuration not stated)	2.4	-1	-3	-1	4	-1	-0.3	0	-1	0
O=C(CN1C(=O)c2cccnc2Oc2ccc(Cl)cc21)NCCCc1ccccc1	0.8	-2	·	-1	2	2	-0.8	-1	-1	-11
Cc1ccc(S(=O)(=O)N/N=C/c2c(F)cccc2Cl)cc1	-0.8	·	-3	4	-9	-2	-1.0	-2	-5	-5
Nc1cccc(-c2nnc3n2CCCCC3)c1	-2.0	4	·	13	15	-3	-0.9	1	0	1
COC(=O)c1c(-c2c(Cl)cccc2Cl)noc1C(=O)NNC(=O)N(C)C	0.0	0	·	-2	8	-9	-0.7	2	0	-3
CCOC(=O)Cn1c(-c2cccnc2Cl)nc2cc(Cl)c(Cl)cc21	1.2	·	-2	-9	-2	0	-2.2	-4	0	-9
Cc1ccc(C=Nc2ccccc2C(N)=O)o1	-2.8	0	4	-3	7	-8	0.5	9	·	6
Cc1cc(NC(=O)CN2CCN(C)CC2)no1	-1.1	-1	-2	2	-3	2	-1.5	2	4	4

Record cards, as listed above:
Cc1nc(-c2ccc(F)cc2)c(CC(=O)N(C)CC(=O)Nc2c(C)cccc2C)s1 across the screens: CDK5 inh = 0.9; Wnt act = 2; CAL PDZ FP-1 = -5; Rtt109 HAT inh = 9; MITF act = 2; Tat transport = 1; CAL PDZ FP-2 = -2.6; RTF Ca sens act = -4; V-ATPase pHluor = -3; dFosB act = -11
CCOC(=O)Cn1c(-c2cccnc2Cl)nc2cc(Cl)c(Cl)cc21 across the screens: CDK5 inh = 1.2; Wnt act = ·; CAL PDZ FP-1 = -2; Rtt109 HAT inh = -9; MITF act = -2; Tat transport = 0; CAL PDZ FP-2 = -2.2; RTF Ca sens act = -4; V-ATPase pHluor = 0; dFosB act = -9

Carrying on:
SMILES	CDK5 inh	Wnt act	CAL PDZ FP-1	Rtt109 HAT inh	MITF act	Tat transport	CAL PDZ FP-2	RTF Ca sens act	V-ATPase pHluor	dFosB act
O=C(CCNC(=O)c1ccccc1)Nc1ccc(S(=O)(=O)Nc2ncccn2)cc1	3.0	1	0	2	-2	14	-2.8	9	2	-4
O=C(/C=C/c1ccccc1)Nc1ccc(N2CCCCC2)cc1	-2.9	0	·	0	33	7	-0.3	-1	3	-5
O=C(O)c1ccc(N2C(=O)c3[nH]nc(-c4ccccc4)c3C2c2ccccc2)cc1 (configuration not stated)	-3.8	-1	-2	7	-4	-1	-6.7	0	1	-10
CCCCNC(=O)CNC(=O)c1nn(-c2ccc(OC)cc2OC)c(=O)c2ccccc12	1.1	-2	-3	-6	7	-8	2.7	-2	0	-1
COc1ccc(Oc2nc(C(F)(F)F)nc3ccccc23)cc1	0.6	·	2	-1	0	-8	·	-1	·	-6
CCc1nc(N2CCN(C(=O)c3ccco3)CC2)c2c3c(sc2n1)CCCC3	0.7	-8	-2	0	·	22	-2.5	-1	-4	-4
Cn1c(=O)cc(N2CCOCC2)[nH]c1=O	-0.6	-3	·	-2	1	-14	0.2	2	2	-5
Cc1cnc(C(=O)N2CCN(S(=O)(=O)c3cccc(Br)c3)CC2)cn1	-1.4	-5	-3	1	6	-2	-0.4	-6	-4	3
N/C(=N\OC(=O)c1ccco1)c1ccccn1	5.2	·	0	7	54	1	-2.9	-2	1	1
CC(NC(=O)CCl)c1ccc(Cl)c(Cl)c1 (configuration not stated)	0.1	·	-2	-1	-3	-1	0.5	2	3	6
CCc1ccc(CN(C(=O)COc2c(C)cccc2C)C2CCS(=O)(=O)C2)cc1 (configuration not stated)	-0.5	0	-4	8	4	3	-2.4	-2	1	-15
CC1(C)CC(=O)C(C=NCCN2CCN(C(=O)CCl)CC2)=C(O)C1	-1.1	1	·	2	·	-17	-0.7	0	-4	3
CC1CCc2nc(N)c(C#N)c(-c3cccnc3)c2C1 (configuration not stated)	2.8	-12	·	11	-2	24	0.5	5	-2	-8
COCc1cc(C)nc2sc(C(=O)Nc3ccccc3OC)c(N)c12	0.9	3	7	-2	26	-6	0.5	-2	4	-18
O=C(/C=C/c1ccc2c(c1)OCO2)N1CCN(c2n[nH]c(=O)[nH]c2=O)CC1	0.3	5	-2	-1	-4	1	-0.9	0	0	2
O=C(Cn1c(C(F)(F)F)nc2ccccc21)c1ccc(F)cc1	1.3	·	0	0	0	-10	0.1	5	0	1
NC(=O)CC(NC(=O)c1ccccc1)c1ccc(N2CCC(N3CCCC3)CC2)c([N+](=O)[O-])c1 (configuration not stated)	-2.5	0	-2	-5	14	-7	-1.2	1	3	-3
O=C(NCCN1C(=O)S/C(=C\c2ccc(Cl)c(Cl)c2)C1=O)C1COc2ccccc2O1 (configuration not stated)	-0.4	-2	-3	-2	-4	4	24	0	0	-14
Oc1ccc(N2CCN(c3ncnc4sc(-c5ccccc5)cc34)CC2)cc1	0.3	-2	6	13	-9	10	0.1	2	3	-5
CN1CCCC1CCNc1ccc2c(=O)c3ccccc3oc2c1 (configuration not stated)	0.1	19	-2	i	89*	-1	-1.6	-2	-5	7
CCOc1ccc(-c2nnn(CC(=O)NCc3ccc(OC)cc3)n2)cc1OCC	1.1	·	1	·	2	0	-1.8	5	1	29*
O=C1c2ccccc2C(=O)N1Cc1cc(-c2ccc(Cl)cc2)no1	-1.2	1	-1	-22	7	1	-1.8	-2	3	9
CC(C)OCCCn1c(=O)c2ccccc2n2c(CCC(=O)O)nnc12	1.9	-1	8	8	3	-5	0.0	-7	-5	-8
CCOC(=O)c1cc(-c2ccc(F)cc2)n(CC(=O)NCc2cccnc2)c1C	-0.9	-2	-1	-3	7	4	-3.1	-7	-3	0
COc1ccc(-c2nn(C)c(=O)c3ccccc23)cc1NC(=O)Cn1nc(C)c2ccccc2c1=O	-0.7	1	5	8	-15	-7	0.0	2	9.9*	11
Cc1ccc(-n2ncc3c(Nc4cccc(C(=O)O)c4)ncnc32)cc1	-0.3	42*	-7	7	55	-13	-4.5	-1	0	-23
